From PubChem
RXFP1 ag: agonists of human relaxin receptor RXFP1 | Q9HBX9 | HEK293T-RXFP1 cAMP TR-FRET, 30 min; response scale: percent of porcine relaxin response, buffer zero | Potency, µM (top dose mostly 57.5 µM), for the others: at the highest dose activation, actives largely listed as activators | 370,000 compounds, 0.3% hits; active = well fitted activation curve with a large enough effect; inconclusive = small, poorly fitted or top-dose-only effect; also: nearly all actives have a fitted effect of over 60% in size; many of its hits are not listed in these tables
Target sequence (Q9HBX9 whole entry, looked up): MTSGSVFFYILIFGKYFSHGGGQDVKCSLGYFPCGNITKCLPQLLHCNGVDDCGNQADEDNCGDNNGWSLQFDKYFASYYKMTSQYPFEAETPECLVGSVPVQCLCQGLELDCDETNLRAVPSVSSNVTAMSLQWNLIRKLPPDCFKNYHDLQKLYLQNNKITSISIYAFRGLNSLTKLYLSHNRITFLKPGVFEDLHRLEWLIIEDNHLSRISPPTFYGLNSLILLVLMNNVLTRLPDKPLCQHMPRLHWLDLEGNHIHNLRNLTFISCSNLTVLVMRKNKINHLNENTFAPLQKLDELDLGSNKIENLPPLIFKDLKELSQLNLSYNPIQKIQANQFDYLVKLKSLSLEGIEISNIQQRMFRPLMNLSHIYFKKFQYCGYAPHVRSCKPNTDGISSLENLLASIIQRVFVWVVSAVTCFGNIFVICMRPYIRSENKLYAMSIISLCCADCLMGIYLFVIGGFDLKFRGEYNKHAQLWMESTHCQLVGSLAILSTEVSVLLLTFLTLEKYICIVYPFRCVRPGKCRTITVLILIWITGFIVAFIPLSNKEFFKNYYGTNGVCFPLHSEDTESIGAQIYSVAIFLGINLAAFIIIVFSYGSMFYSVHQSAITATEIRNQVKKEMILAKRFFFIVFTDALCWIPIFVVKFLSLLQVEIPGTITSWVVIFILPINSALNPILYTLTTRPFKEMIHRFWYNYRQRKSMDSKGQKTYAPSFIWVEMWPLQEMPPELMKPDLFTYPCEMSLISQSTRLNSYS
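HEK293 cells stably expressing RXFP1, treated 30 min at 37C with compounds plus PDE4 inhibitor Ro 20174; cAMP measured by HTRF TR-FRET. Normalized to buffer and 29 nM porcine relaxin; EC50 by Hill fit.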
Numbers without * were called inactive. % is scaled to controls: 0 for no effect and ±100 for the full control effect; potency is read from the fitted curve at half-maximal effect. This is a subset; count on the stated rates, not on these rows.

Screening c1ccc(-c2cc(-c3nc(-c4cccnc4)no3)c3ccccc3n2)cc1 returned RXFP1 ag 1.3%.
`CCN(CC)CCCNc1nc(SC)nc2sc3c(c12)CCN(C)C3` gave RXFP1 ag inconclusive.
Screening CN(C)CCCN1C(=O)C(O)=C(C(=O)c2cccs2)C1c1cccc([N+](=O)[O-])c1 (configuration not stated) returned RXFP1 ag -0.6%.
Screening Cc1cc([N+](=O)[O-])c2c(c1C)C1C=CCC1C(c1ccccn1)N2 (configuration not stated) returned RXFP1 ag 2.4%.
Screening COc1ccc(OC)c(-n2c(=S)[nH]c3cc(C(=O)NCCCN4CCCC4=O)ccc3c2=O)c1 returned RXFP1 ag 1.1%.
`O=[N+]([O-])c1ccc(C23CC4CC(CC(O)(C4)C2)C3)cc1` gave RXFP1 ag -0.5%.
For CCCCn1c(=N)n(CC(=O)c2ccc([N+](=O)[O-])cc2)c2ccccc21 the results were RXFP1 ag 0.8%.
CCN(CC)c1ncnc2c1sc1nc(N3CCOCC3)c3c(c12)CCC3 was read as RXFP1 ag 5.9%.
CN(C)CCCN(C(=O)c1ccc(S(=O)(=O)N2CCCc3ccccc32)cc1)c1nc2ccc(F)cc2s1 was read as RXFP1 ag -2.6%.
For Cc1nc(C)c(/C(O)=C/c2nc3ccc([N+](=O)[O-])cc3oc2=O)o1 the results were RXFP1 ag 12%.
For Clc1ccc(-c2nn3c(-c4ccccn4)nnc3s2)c(Cl)c1 the results were RXFP1 ag 18%.
For CCOC(=O)C(NC(C)=O)(N1CCOCC1)C(F)(F)F (configuration not stated) the results were RXFP1 ag 0.3%.
Screening CCCc1nc2oc3c(N4CCNCC4)ncnc3c2c2c1CCCC2 returned RXFP1 ag 1.0%.
Screening O=C1c2ccccc2C(=O)C1C1=Nc2ccccc2NC(c2ccccc2)C1 (configuration not stated) returned RXFP1 ag 0.7%.
Cc1cc2n(c1)CCn1c(C)ccc1-2 was read as RXFP1 ag -1.4%.
Screening O=c1oc2ccc([N+](=O)[O-])cc2c(N2CCOCC2)c1[N+](=O)[O-] returned RXFP1 ag -2.9%.
For Cc1ccc(C)n1C(Cc1ccccc1)C(=O)O (configuration not stated) the results were RXFP1 ag 2.3%.
NC(=O)c1nsc(C(=O)N(CC(=O)NC2CCCC2)c2cnc3ccccc3c2)c1N was read as RXFP1 ag 0.0%.
`Cc1ccc(-c2ccc(/C=N/NC(=O)c3ccccc3O)o2)cc1` gave RXFP1 ag -0.1%.
COc1ccc(/C=C2\CCCc3c2nc2ccccc2c3C(=O)OCC(=O)c2c(N)n(C)c(=O)n(C)c2=O)cc1 was read as RXFP1 ag 3.7%.

Quoted at random: 2 records from the list.
CCN(CC)c1ncnc2c1sc1nc(N3CCOCC3)c3c(c12)CCC3 was read as RXFP1 ag 5.9%.
Cc1cc2n(c1)CCn1c(C)ccc1-2 was read as RXFP1 ag -1.4%.

Back to the main list; the 2 compounds before the break are reprinted first.
`Cc1ccc(-c2ccc(/C=N/NC(=O)c3ccccc3O)o2)cc1` gave RXFP1 ag -0.1%.
COc1ccc(/C=C2\CCCc3c2nc2ccccc2c3C(=O)OCC(=O)c2c(N)n(C)c(=O)n(C)c2=O)cc1 was read as RXFP1 ag 3.7%.
For CCC(=O)O[C@@H]1CC(=O)O[C@H](C)CC=CC=C[C@@H](O)[C@H](C)C[C@H](CC=O)[C@H](O[C@H]2O[C@H](C)[C@@H](O[C@H]3C[C@@](C)(O)[C@@H](OC(=O)CC)[C@H](C)O3)[C@H](N(C)C)[C@H]2O)[C@H]1OC the results were RXFP1 ag 0.0%.
`COc1cc(-c2nn3c(-c4ccccn4)nnc3s2)cc(OC)c1OC` gave RXFP1 ag 6.3%.
`COc1ccccc1-c1c(C(F)(F)F)oc2cc(OCC(=O)Nc3cc(C)ccc3C)ccc2c1=O` gave RXFP1 ag 0.2%.
`COc1ccc(C)c2sc(NC(=O)C3=COCCO3)nc12` gave RXFP1 ag -1.7%.
For CCOc1cc(/C=C/c2nc3ccccc3c(=O)[nH]2)cc(Br)c1OC the results were RXFP1 ag 2.1%.
`COC(=O)n1c(=S)oc2cc(Cl)ccc21` gave RXFP1 ag -1.6%.
`Cc1ccc(C(=O)NNC(=O)CSc2nnc(CNc3ccc(F)cc3)n2C)cc1` gave RXFP1 ag -0.9%.
COc1ccc(C2CC(=O)c3cnc(N4CCc5ccccc54)nc3C2)cc1OC (configuration not stated) was read as RXFP1 ag inconclusive.
CC1(NC(=O)CC[N+](C)(C)CCO)CS(=O)(=O)CC1S(=O)(=O)[O-] (configuration not stated) was read as RXFP1 ag -0.4%.
Screening CC(=O)Nc1cccc(NC(=O)c2oc3ccccc3c2C)c1 returned RXFP1 ag 2.2%.
For N#Cc1cc2c(=O)n3ccccc3nc2n(CCN2CCOCC2)c1=O the results were RXFP1 ag 3.0%.
Cc1cn(S(=O)(=O)c2ccc(Br)c3ccccc23)cn1 was read as RXFP1 ag 22µM*.
For CCOC(=O)c1c(-c2ccc(C)s2)csc1NC(=O)c1ccco1 the results were RXFP1 ag 19%.
COC(=O)c1cc(OC)c(OC)cc1NC(=O)c1ccoc1C was read as RXFP1 ag 2.2%.
For COc1ccc2[nH]c(=O)c(CN(C(=O)C3CCCO3)c3cccc(C)c3)cc2c1 (configuration not stated) the results were RXFP1 ag 21%.
For COc1ccc(CCn2c(-c3ccco3)nc3nc4ccccc4nc32)cc1OC the results were RXFP1 ag -1.2%.
For O=C(CC(c1ccccc1)c1ccco1)N1CCCCC1 (configuration not stated) the results were RXFP1 ag 4.4%.
Screening COc1ccc(OC)c(CC(NC(C)=O)C(=O)NC2CCN(c3cc(C)nc4ncnn34)CC2)c1 (configuration not stated) returned RXFP1 ag 11%.
Screening CCn1cc(C(=O)Nc2cc(C)ccc2C)c(=O)c2ccc(C)nc21 returned RXFP1 ag 5.0%.
`COC(=O)CSc1nc2sc3c(c2c(=O)n1C1CCCCC1)CCN(C)C3` gave RXFP1 ag 4.3%.
For CC(=O)N[C@H](C(=O)N[C@@H](C)C(=O)N[C@H](C#N)CC(=O)O)C(C)C the results were RXFP1 ag 0.4%.
For CCOc1cc(C(=O)N2CCc3cc(OC)c(OC)cc3C2)ccc1OC(F)F the results were RXFP1 ag 7.8%.
COc1cccc(N2CCN(C(=O)CCn3c(=S)[nH]c4cc5c(cc4c3=O)OCO5)CC2)c1 was read as RXFP1 ag 3.1%.
For NC(=O)C(CC(=O)O)NC(=O)[C@@H]1CCCCNc2c(I)cc([N+](=O)[O-])cc2C(=O)N[C@@H](CO)C(=O)NCC(=O)N1 (some centres not stated) the results were RXFP1 ag 5.2%.
COc1cccc(C2NC(=O)NC(C)=C2C(=O)Nc2ccccc2C)c1 (configuration not stated) was read as RXFP1 ag 1.6%.
For CC(C)C[C@@H]1NC(=O)[C@H](Cc2ccc(O)cc2)NC(=O)[C@H](CCC(N)=O)NC(=O)c2cc([N+](=O)[O-])cc(I)c2NCC[C@@H](C(N)=O)NC1=O the results were RXFP1 ag -0.2%.
N#C[C@@H]1[C@@H]2C(=O)N(c3ccc4c(c3)OCCO4)C(=O)[C@@H]2C2c3ccccc3C=CN21 (some centres not stated) was read as RXFP1 ag 1.7%.
For Cc1cc(C)cc(NC(=O)CSc2ncc(S(=O)(=O)c3ccccc3)c(=O)[nH]2)c1 the results were RXFP1 ag -0.6%.
Screening CCOc1ccc(-c2c(=O)n(OCc3ccc([N+](=O)[O-])cc3)c3ccccc3[n+]2[O-])cc1 returned RXFP1 ag -1.4%.
`CCn1c(-c2ccc(F)cc2)cnc1SCC(=O)N1CCc2ccccc21` gave RXFP1 ag -0.7%.
CC1CCN(CCCNC(=O)c2ccc(Cn3c(=S)[nH]c4ccc(Br)cc4c3=O)cc2)CC1 was read as RXFP1 ag 4.0%.
CCn1c(CNC(=O)c2ccccc2F)nnc1SCc1nc2ccccc2c(=O)[nH]1 was read as RXFP1 ag 5.4%.
Screening Cc1cccn2c(=O)c3cc(C(=O)NCc4cccnc4)c(=N)n(C)c3nc12 returned RXFP1 ag 1.3%.
`Cc1cc(=O)[nH]c(N/N=C/c2ccc([N+](=O)[O-])cc2)n1` gave RXFP1 ag 5.6%.
CCCSc1nc(C)nc2c1c(=O)n(C)c(=O)n2C was read as RXFP1 ag 3.7%.
`C[N+]1(CC(=O)NNc2c3ccccc3nc3ccccc23)CCOCC1` gave RXFP1 ag 5.3%.
For COc1cc(C)c(Cl)cc1S(=O)(=O)NC1CC(C)(C)NC(C)(C)C1 the results were RXFP1 ag 1.7%.
Screening O=C(Nc1nnc(-c2ccccc2)s1)c1ccc(Cl)c(S(=O)(=O)N2CCOCC2)c1 returned RXFP1 ag -0.3%.
Screening CCOC(=O)C1=C(O)C(=O)N(CCCn2ccnc2)C1c1ccc(OC)cc1 (configuration not stated) returned RXFP1 ag 2.0%.
CC/C(=N\NC(C)=O)c1ccc(OC(F)F)cc1 was read as RXFP1 ag -1.0%.
`S=C(Sc1ccc(Cl)cc1)Sc1ccc(Cl)cc1` gave RXFP1 ag -2.6%.
For COc1nccnc1NS(=O)(=O)c1ccc(N=Cc2c(C)[nH]n(-c3ccc(Cl)cc3)c2=O)cc1 the results were RXFP1 ag 0.8%.
Cc1nnc2n(C3CCCCC3)c(=O)c3c4c(sc3n12)CCC4 was read as RXFP1 ag 2.6%.
`Cc1sc2nc(-c3ccccc3)[nH]c(=O)c2c1-c1ccccc1` gave RXFP1 ag 8.2%.
For C1CCN=C(NC23CC4CC(CC(C4)C2)C3)CC1 the results were RXFP1 ag 0.6%.
For COc1ccc(CN2C(=O)Cc3c2nc(N)c2c(N)nc(N4CCCCC4)c(C#N)c32)cc1 the results were RXFP1 ag 2.0%.
Screening NC(=O)c1sc2nc3c(c(-c4cccs4)c2c1N)CCCC3 returned RXFP1 ag -0.8%.
Screening Clc1ccc(C2[C@H]3CN(Cc4ccc(-c5ccccc5)cc4)[C@H](c4ccccc4)C34CC2(c2cccnc2)C4)cn1 (some centres not stated) returned RXFP1 ag -3.1%.
For CCOc1ccccc1NC(=O)Cn1c(=O)n(CCC(=O)NC2CCCC2)c(=O)c2ccccc21 the results were RXFP1 ag 2.0%.
`CCOC(=O)c1c(NC(=O)c2ccc(C)cc2)sc2c1CC(C)(C)NC2(C)C` gave RXFP1 ag -0.6%.
`CCOC(=O)N1CCC(NC(=O)c2ccc3nc4ccccc4c(=O)n3c2)CC1` gave RXFP1 ag -0.4%.
For COC(=O)c1cc(C(=O)Cc2ccccc2)c[nH]1 the results were RXFP1 ag -2.2%.
Screening Cc1ccccc1C[C@H](C(=O)O)N1C(=O)c2ccc(C(=O)O)cc2C1=O returned RXFP1 ag -0.1%.
`Cc1nn(-c2ccc3nnc(Br)n3n2)c(C)c1Br` gave RXFP1 ag 0.6%.
For O=C(c1ccc2c(c1)OCCO2)N1CCN(c2ccc([N+](=O)[O-])cc2)CC1 the results were RXFP1 ag 2.5%.
O=C(CN1CCCCC1)N1CCN(C(=O)CN2CCCCC2)CC1 was read as RXFP1 ag -1.0%.
Cc1ccc(OCc2nnc(NC(=O)Cc3cccs3)s2)cc1 was read as RXFP1 ag -0.2%.
Screening Cc1cc(C)n(-c2nc(SCC(=O)O)c3c4c(sc3n2)CCCC4)n1 returned RXFP1 ag 9.6%.
Screening COc1ccc(Cn2c(-c3ccc(OC)cc3)nc3c(c(=O)c4ccccc4n3C)c2=O)cc1 returned RXFP1 ag 2.9%.
`Cn1c(SCC(=O)O)nnc1-c1ccc2ncccc2c1` gave RXFP1 ag 2.1%.

Reprinted from above (6 entries):
`Cc1sc2nc(-c3ccccc3)[nH]c(=O)c2c1-c1ccccc1` gave RXFP1 ag 8.2%.
For C1CCN=C(NC23CC4CC(CC(C4)C2)C3)CC1 the results were RXFP1 ag 0.6%.
For COc1ccc(CN2C(=O)Cc3c2nc(N)c2c(N)nc(N4CCCCC4)c(C#N)c32)cc1 the results were RXFP1 ag 2.0%.
Screening NC(=O)c1sc2nc3c(c(-c4cccs4)c2c1N)CCCC3 returned RXFP1 ag -0.8%.
Screening Clc1ccc(C2[C@H]3CN(Cc4ccc(-c5ccccc5)cc4)[C@H](c4ccccc4)C34CC2(c2cccnc2)C4)cn1 (some centres not stated) returned RXFP1 ag -3.1%.
For CCOc1ccccc1NC(=O)Cn1c(=O)n(CCC(=O)NC2CCCC2)c(=O)c2ccccc21 the results were RXFP1 ag 2.0%.

The list goes on.
Cc1cc2c(s1)c1c(n2C)C(=O)N(Cc2ccccc2F)C1 was read as RXFP1 ag 0.7%.
Cc1nn(-c2ccc(Cl)cc2)c2sc(C(=O)N3CCN(C(=O)c4ccco4)CC3)cc12 was read as RXFP1 ag 1.2%.
COc1ccc(OC)c(CNC(=O)c2cc(=O)[nH]c3ccc(S(=O)(=O)N4CCCC4)cc23)c1 was read as RXFP1 ag 1.4%.
`COc1ccc(OC)c2c1sc(=NC(=O)CN1C(=O)CCC1=O)n2C` gave RXFP1 ag 1.0%.
Screening COC(=O)c1c(NC(=O)CN2CCN(c3ccccc3OC)CC2)c2c(C)cccc2n1C returned RXFP1 ag -0.8%.
C=CCOc1c(Cl)cc(CNc2ccc(C)c(Cl)c2)cc1OC was read as RXFP1 ag 2.8%.
For COc1ccc(N/C(=C(/C(Cl)=C(Cl)Cl)[N+](=O)[O-])n2nnc3ccccc32)cc1OC the results were RXFP1 ag 2.8%.
For CC(=O)c1cnc(Nc2nc(C)c3cccc(C)c3n2)nc1C the results were RXFP1 ag 7.4%.
c1ccc(CN2CCN(c3ncccn3)CC2)nc1 was read as RXFP1 ag -0.8%.
For COC(=O)C1=C(C)N(Cc2ccco2)C(=O)N[C@H]1c1ccc(Br)cc1 the results were RXFP1 ag 0.2%.
CCOc1cc(/C=C2/SC(=S)N(C)C2=O)ccc1Oc1ccc([N+](=O)[O-])cc1[N+](=O)[O-] was read as RXFP1 ag -0.2%.
For Cc1noc(C)c1-c1ccc2ncnc(NCc3cccc(-c4ccccc4)c3)c2c1 the results were RXFP1 ag 1.9%.
